# APJ ag: agonists of human APJ apelin receptor; CHO-K1 APJ PathHunter beta-arrestin, luminescence; 0% DMSO wells, 100% apelin; activation, % at 20 µM; P35414; actives 0.11% (n = 330,000);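 active = activation more than six SD over the plate average, tested at 20 µM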;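 also: 0% = DMSO alone and 100% = apelin-13 at 10 nM; some results filed as inactive read as strong as hits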
#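 assay system = CHO-K1 APJ beta-arrestin complementation cell line | input = cell density 1000 per well | dosing = compound 20 µM once, DMSO 1% | timing = compound 90 min 25 °C, reagent 1 h | measured by = luminescence from split beta-galactosidase complementation, Galacton Star/Emerald II substrate | read-out basis = APJ agonist activity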
# CCR6 antag: antagonists of human CCR6 receptor; P51684; CHO-K1 CCR6 PathHunter beta-arrestin, luminescence, CCL20-stimulated; inhibition, % at 20 µM; actives 0.49% (n = 340,000); AID 493098;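 active = compounds whose inhibition of the agonist-driven luminescence signal at 20 µM reaches about 50%, limit read from the data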;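 also: cells stimulated with CCL20 at 14 nM final; plate controls were DMSO with CCL20 for no effect and DMSO without agonist for full effect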
# tim23-1 inh: inhibits growth of tim23-1 mutant yeast; actives 1.3% (n = 330,000); S. cerevisiae tim23-1 growth, BacTiter-Glo luminescence, 24 h; inhibition, % at 20 µM;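 active = growth inhibition of the mutant yeast at or above 50%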;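 also: temperature-sensitive mutant grown at 25 °C; plate controls were DMSO-treated mutant yeast for no effect and medium wells lacking yeast for full effect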
# EBI2 block: EBI2 (human) antagonism; P32249; EBI2 beta-arrestin recruitment, luminescence, 7a,25-OHC stimulated; inhibition, % at 5 µM; actives 0.81% (n = 360,000); AID 651636; in the data active = inhibition above about 38%;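 also: enzyme fragment complementation signal reports receptor beta-arrestin coupling in cells; 0% = agonist plus DMSO wells and 100% = wells without agonist; some results beyond the cut were filed as inactive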
# Mdm2 MdmX PPI: human Mdm2/MdmX binding inhibition; actives 3% (n = 330,000); SaOS-2 split-luciferase Mdm2/MdmX complementation, luminescence; inhibition, % at 8 µM; AID 485346; O15151+Q00987;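 active = inhibition of at least 50% at 8 µM in the primary screen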
# Target sequence (O15151 whole entry, looked up): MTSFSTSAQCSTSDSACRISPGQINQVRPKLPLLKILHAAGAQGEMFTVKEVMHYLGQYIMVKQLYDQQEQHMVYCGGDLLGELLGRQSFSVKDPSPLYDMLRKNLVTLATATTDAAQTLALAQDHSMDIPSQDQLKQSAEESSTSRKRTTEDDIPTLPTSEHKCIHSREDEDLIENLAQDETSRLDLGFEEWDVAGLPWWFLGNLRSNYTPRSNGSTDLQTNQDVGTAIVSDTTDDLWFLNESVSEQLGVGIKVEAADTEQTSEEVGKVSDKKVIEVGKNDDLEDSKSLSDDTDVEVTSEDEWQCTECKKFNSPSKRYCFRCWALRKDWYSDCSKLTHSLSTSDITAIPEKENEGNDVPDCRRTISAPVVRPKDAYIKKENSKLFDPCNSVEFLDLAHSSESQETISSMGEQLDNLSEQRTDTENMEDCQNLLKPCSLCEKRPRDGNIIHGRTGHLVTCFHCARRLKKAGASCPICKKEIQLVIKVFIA
# Target sequence (Q00987 whole entry, looked up): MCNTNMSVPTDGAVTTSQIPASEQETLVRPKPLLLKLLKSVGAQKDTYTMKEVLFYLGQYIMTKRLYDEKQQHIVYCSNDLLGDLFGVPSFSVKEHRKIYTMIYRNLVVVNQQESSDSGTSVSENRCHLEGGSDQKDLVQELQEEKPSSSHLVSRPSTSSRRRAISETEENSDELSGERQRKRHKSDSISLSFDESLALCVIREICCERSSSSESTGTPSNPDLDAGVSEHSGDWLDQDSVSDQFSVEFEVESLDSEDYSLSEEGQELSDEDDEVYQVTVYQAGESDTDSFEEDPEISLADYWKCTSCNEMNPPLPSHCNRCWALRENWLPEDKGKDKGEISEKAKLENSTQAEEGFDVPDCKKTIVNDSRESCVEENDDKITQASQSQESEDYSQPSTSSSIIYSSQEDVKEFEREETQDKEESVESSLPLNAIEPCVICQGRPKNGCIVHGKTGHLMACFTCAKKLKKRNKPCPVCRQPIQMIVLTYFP
# APJ antag: APJ receptor antagonism; CHO-K1 APJ beta-arrestin complementation, luminescence; inhibition, % at 20 µM; P35414; actives 0.32% (n = 330,000);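 active = inhibition above about 40% at 20 µM, limit read from the data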;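 also: cells challenged with 10 nM apelin-13 agonist together with compound; plate controls were apelin-13 plus DMSO wells for no effect and DMSO wells lacking apelin-13 for full effect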
# CXCR6 block: inhibitors of human CXCR6 receptor; CHO-K1 PathHunter CXCR6 beta-arrestin, luminescence; inhibition, % at 20 µM; actives 0.36% (n = 360,000); AID 602244; in the data active = inhibition above about 34%, passing the limit was not always enough;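 also: antagonist mode with CXCL16 agonist at 10 nM final; 0% = 10 nM CXCL16 with DMSO and 100% = unstimulated wells without agonist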
# XBP1 UPR activ: activators of adaptive arm of unfolded protein response (XBP1); CHO-XBP1 luciferase reporter, IRE1-XBP1 UPR activation, luminescence; percent of tunicamycin response, DMSO as zero; activation, % at 20 µM; actives 0.33% (n = 330,000);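 active = versus positive control, 20 µM dose yields 30% or more activation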;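 also: 100% = tunicamycin at 10 µg/mL and 0% = DMSO only wells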
#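 Test system: CHO-XBP1 luciferase reporter cells | Buffer or medium: Serum-containing F12 medium, 10% FBS | Schedule: 6 h compound exposure at 37 °C, 5% CO2 | Detection: Steady-Glo luciferase glow luminescence, 10 min after reagent addition | Read-out basis: Activation, % of tunicamycin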
# UPR CHOP act: apoptotic UPR (CHOP) activation | CHO-CHOP luciferase reporter, luminescence; percent of tunicamycin response over DMSO baseline | AID 449763 | actives 0.34% (n = 330,000) | activation, % at 10 µM;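 active = at 10 µM dose, activation of 40% or more, normalized to positive control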;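 also: 100% = tunicamycin at 10 µg/mL and 0% = DMSO alone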
#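 Evaluation: % reporter activation, DMSO baseline versus tunicamycin full activation; System: CHO-CHOP luciferase reporter cell line; Input: 500 cells/well; Incubation: 6 h compound treatment, 37 °C; Measured by: Steady-Glo luciferase luminescence; Dosing: one dose, 10 µM in 0.5% DMSO; Buffer or medium: F12 medium, 10% FBS; Benchmarks: positive tunicamycin 10 µg/mL, negative DMSO alone.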
# Active calls of the source: *; . = no result given; & = joins results of further samples.
structure	APJ ag	CCR6 antag	tim23-1 inh	EBI2 block	Mdm2 MdmX PPI	APJ antag	CXCR6 block	XBP1 UPR activ	UPR CHOP act
CCOC(=O)C1Oc2ccccc2C(c2ccoc2)=C1C(=O)OC (configuration not stated)	.	19	44	-5	17	.	4	-3	2.8
O=C(Nc1ccsc1C(=O)O)c1ccccc1	1	6	3	-6	10	10	0	7	3.7
COc1ccc(CNC(=O)CN(C)S(=O)(=O)c2ccc3c(c2)OCCO3)cc1OC	0	6	17	3	3	8	2	-1	-2.8
Cc1sc2nc(SCC(=O)Nc3ccc(S(N)(=O)=O)cc3)[nH]c(=O)c2c1C	-8	11	4	1	12	13	7	-3	1.8
Cc1ccc(OCc2csc(N)n2)cc1	-3	3	20	13	-4	-5	-5	3	1.9
Nc1ccc(OCCCc2c(N)nc(N)nc2N)cc1	0	-2	-26	-3	7	-2	-3	-2	2.1
Cc1ccc(S(=O)(=O)N2CC(O)C[C@H]2C(=O)OCC(=O)c2ccccc2)cc1 (some centres not stated)	-1	1	-3	-4	10	6	-8	-1	-2.1
CCOC(=O)c1cc2n(n1)C(C(F)(F)F)CC(C)N2 (configuration not stated)	-2	-12	11	8	13	0	6	1	-1.5
COCCNc1nc(-c2ccc(OC)cc2)c(-c2ccc(OC)cc2)s1	-5	3	36	29	19	7	4	-4	-0.5
COc1cc2c(cc1OC)CN(S(=O)(=O)c1ccc(Cl)nc1)CC2	-1	5	24	-7	19	9	4	-2	-1.0
COc1ccc(CNC(=O)CN(C(=O)CCC(=O)Nc2nccs2)c2ccc(C)cc2)cc1	-2	12	-12	-1	-7	-23	-7	-3	0.6
C=CCc1ccc(OCCCCOc2ccc(C(=O)O)cc2)c(OC)c1	-2	-3	14	-8	9	12	-2	0	-0.1
Cc1cccc(C(=O)OCC(=O)N2CCN(C(=O)c3ccco3)CC2)c1O	-2	7	2	7	-19	6	7	-1	2.1
CCOCCn1c(SCCCc2ccccc2)nc2c1c(=O)[nH]c(=O)n2C	-2	15	-7	8	13	-11	-5	1	-0.3
O=C(COC(=O)C1CCC(=O)N1)Nc1ccc(Br)cc1 (configuration not stated)	-3	-8	4	-2	10	-10	-5	-4	-1.6
CSC1=NC(C(Cl)(Cl)Cl)N=C(c2ccccc2)N1 (configuration not stated)	0	4	6	2	2	12	5	2	-0.6
c1ccc(CCN2CCN=C2Nc2ccccc2)cc1	-4	-2	-7	-3	14	-10	-13	-4	-0.7
CCOC(=O)N1CCC(Nc2c(Nc3cccc(CC)c3)c(=O)c2=O)CC1	-4	28	7	8	-7	11	11	-2	0.9
CC(=O)c1cccc(NC(=O)CCS(=O)(=O)c2cc3c(cc2C)NC(=O)CO3)c1	0	-1	7	-7	-6	-43	1	2	1.5
CCc1c(C)nc2cc(-c3cc(OC)cc(OC)c3)nn2c1N1CCN(CCN2CCOCC2)CC1	1	4	-30	7	21	-18	1	2	-0.9
CN1CCN(C(=S)Nc2ccc(Cl)cc2)CC1	2	0	14	8	18	19	18	4	-1.1
CCN1CCN(C(C(=O)NC2CCCC2)c2ccc(Cl)cc2)CC1 (configuration not stated)	-4	0	-8	-6	26	9	-4	-1	0.4
C=CCNC(=O)C1CC(=O)N(c2ccc(OCc3ccc(F)cc3)cc2)C1 (configuration not stated)	-1	-11	18	-4	2	-1	-9	1	4.0
CCc1cc(=O)oc2c(CN3CCN(C)CC3)c(O)c(Cl)cc12	-3	4	-1	-7	15	1	-6	-1	-0.9
CCCCn1c(N)c(N(Cc2ccccc2OC)C(=O)COc2ccc(C)cc2)c(=O)[nH]c1=O	1	-6	14	1	2	13	4	-4	1.6
CCC(CC)C(=O)c1c[nH]c(C(=O)NCc2ccncc2)c1	-4	0	10	-2	27	10	-1	-2	-1.0
CSCc1ccc(C(=O)OCc2nc3ccccc3s2)o1	-5	12	24	-13	-32	4	-3	4	4.0
CCNC(=O)C1CCCN1S(=O)(=O)c1ccc2ccccc2c1 (configuration not stated)	-1	19	6	11	2	0	3	-2	1.1
CCN(CC)C(=O)CSc1nnc(-c2cc(-c3ccc(Cl)cc3)nc3ccccc23)o1	-2	18	18	33	18	1	12	1	0.1
CCC1(c2ccccc2)NC(=O)N(CC(=O)Nc2ccc3c(c2)OCO3)C1=O (configuration not stated)	0	-4	11	3	-19	0	3	-1	1.6
Cc1c(/C=N/Nc2nc3ccccc3[nH]2)c2ccccc2n1C	4	-15	18	40	93*	-14	-12	2	320*
O=C(Cn1cnc2c(nnn2-c2ccccc2)c1=O)N1CCC(Cc2ccccc2)CC1	-4	21	5	4	-3	15	0	-3	1.4
O=C(Nc1ccc(Cl)cc1)c1ccc(-n2cncn2)c([N+](=O)[O-])c1	3	8	4	5	10	-9	-12	-1	-2.0
CCCCn1c(N)c(N(CCOC)C(=O)c2ccc(C)o2)c(=O)[nH]c1=O	-5	8	-5	-6	9	-60	-1	-3	2.2
Cc1cc(NO)c(C(C)C)cc1N=O	2	-4	27	2	60*	-19	-7	2	-3.0
CC(=O)OCc1c(C(F)(F)F)nn(C)c1Oc1ccccc1	0	17	4	-3	-15	-10	8	4	-3.8
COc1ccc(NC(=O)COc2ccccc2)cc1Cl	1	-3	11	-4	9	7	4	1	1.2
Cc1nc(NS(=O)(=O)c2ccccc2)sc1C(=O)NNS(=O)(=O)c1ccccc1	-2	4	-1	1	4	1	-3	1	0.7
Cc1ccc(NCc2ccccc2OCc2ccccc2F)cc1	-1	11	7	29	12	8	4	0	0.3
CCN1C(=O)C(C(=O)Nc2ccc(OC)cc2)C2CC1(C)Oc1ccccc12 (configuration not stated)	-4	21	18	2	-4	1	9	-1	1.1
COC(=O)c1cc(-c2ccc(Cl)cc2)n[nH]1	-3	-5	8	-4	-1	-17	-5	2	3.0
C=CCNc1nc(NCCO)nc(N2CCCC2)n1	-1	-5	5	-4	3	8	2	0	-2.0
Cc1ccc(-n2c(N)c(S(=O)(=O)c3ccccc3)c3nc4ccccc4nc32)cc1	-3	7	-1	38	13	4	4	-2	-1.2
CCCCSc1nnc(-c2ccc(OC)cc2)n1C	1	-14	-1	-12	-19	2	-1	4	3.1
CCC(C)C(NC(=O)OC(C)(C)C)C(=O)NC(Cc1ccccc1)C(=O)OC (configuration not stated)	-4	-3	15	2	-25	11	9	1	-2.1
CC(OC(=O)c1ccc(NS(=O)(=O)c2cccs2)cc1)C(=O)N(C)C1CCCCC1 (configuration not stated)	-3	15	10	-6	13	3	9	-2	1.2
N=c1c(S(=O)(=O)c2ccc(Cl)cc2)cc2c(=O)n3ccccc3nc2n1C1CCCC1	6	17	37	13	50	5	17	-2	4.2
CCOc1ccccc1C1C(C(=O)Nc2ccccc2OC)=C(C)Nc2nc(CCCO)nn21 (configuration not stated)	-1	7	10	-5	-32	-3	8	0	1.4
CCOC(=O)c1c(C)c(C(=O)N2CCN(c3ccc(F)cc3)CC2)c(C)n1C	-1	32	36	0	-14	-5	5	2	1.2
CCCCc1nnc(NC(=O)C23CC4CC(CC(NC(C)=O)(C4)C2)C3)s1	1	3	13	0	6	-6	6	-5	-0.9

# Not a retest: 2 of the compounds above.
structure	APJ ag	CCR6 antag	tim23-1 inh	EBI2 block	Mdm2 MdmX PPI	APJ antag	CXCR6 block	XBP1 UPR activ	UPR CHOP act
COC(=O)c1cc(-c2ccc(Cl)cc2)n[nH]1	-3	-5	8	-4	-1	-17	-5	2	3.0
C=CCNc1nc(NCCO)nc(N2CCCC2)n1	-1	-5	5	-4	3	8	2	0	-2.0

# The list continues.
structure	APJ ag	CCR6 antag	tim23-1 inh	EBI2 block	Mdm2 MdmX PPI	APJ antag	CXCR6 block	XBP1 UPR activ	UPR CHOP act
CN(C)c1ncc(CN2CCC(CO)(CCCc3ccccc3)CC2)s1	1	15	-5	6	10	11	-3	-2	-0.9
CC1=C(C(=O)Nc2ccccn2)C(c2cn(C)nc2C)C2=C(CCCC2=O)N1 (configuration not stated)	-5	-3	-2	-7	21	8	5	1	-0.7
CCOc1cccc(Nc2cc3n(c(=O)n2)CCc2cc(OC)c(OC)cc2-3)c1	1	3	-2	-2	12	4	-6	9	-0.6
O=C(COc1ccc(Cl)cc1Cl)NC(=O)N1CCCCC1	-2	2	7	-5	-49	14	-5	-1	0.2
CC1(C)CC(NC(=O)C2CCCCC2C(=O)O)CC(C)(C)N1 (configuration not stated)	-2	10	-4	1	-8	2	0	0	1.0
O=C(CSC1CCCCC1)Nc1nccs1	2	-5	8	-4	-1	16	4	0	4.2
CN=C1SC(CC(=O)Nc2sc(C)c(C)c2C(=O)OC)C(=O)N1C (configuration not stated)	6	-4	29	1	33	19	-8	3	2.1
NNC(=O)c1nc[nH]c1C(=O)Nc1ccccc1	6	11	13	-4	0	-8	-2	-7	-2.4
COc1ccc(CNCCc2ccc(Cl)cc2)cc1OCc1ccccc1	0	-12	-7	-11	38	10	-3	0	-0.6
CCCN1CCN(C(=O)CCc2nnc3ccc(N4CCN(c5cccc(OC)c5)CC4)nn23)CC1	-1	14	16	3	-4	13	2	0	0.2
COc1ccc(NS(=O)(=O)c2cccc(C(=O)NNC(=O)CNC(=O)c3ccccc3F)c2)cc1	1	-6	-9	-10	-7	16	-2	-2	-0.4
COCCNC(=O)C(c1ccc(O)cc1)N(Cc1cccs1)C(=O)CCC(=O)Nc1ccccn1 (configuration not stated)	-3	12	14	-7	34	-2	-6	1	-0.2
Cc1cccc(N2CCN(C(=O)c3cccn4c(=O)c5c(C)c(C)sc5nc34)CC2)c1C	-6	-16	1	-11	36	2	3	0	-3.0
CCOc1ccc(NS(=O)(=O)c2cc(NC(=O)c3cccc(C)c3)ccc2Cl)cc1	2	7	33	10	51*	-28	-2	-3	1.5
CCN1CSC(=S)N(Cc2ccc(OC)cc2)C1	-5	5	32	2	69*	10	11	-2	-0.9
NS(=O)(=O)Cc1noc2ccccc12	-2	21&3	13	-5&-4	6	8	4&-3	-5	0.6
O=C(COc1ccc2ccc(=O)oc2c1)N1CCN(c2ccc(F)cc2)CC1	-1	-5	20	-5	-3	14	6	-1	-0.1
COc1ccccc1NC(=O)NC1CC(=O)N(c2ccc3c(c2)OCCO3)C1 (configuration not stated)	-3	-2	-5	0	19	-9	-11	-2	-0.9
O=c1c2c3c(sc2nc2n1CCCC2)CCCC3	-2	-8	15	-13	-17	16	4	19	2.1
Cc1[nH]n(-c2ccccc2)c(=O)c1C(c1ccc(O)c([N+](=O)[O-])c1)c1c(C)[nH]n(-c2ccccc2)c1=O	-4	45	32	11	14	40*	21	-3	-2.7

# Assay outcomes as filed in PubChem.

# An excerpt, so the mix of outcomes need not match the whole.
